Screening data as filed in PubChem BioAssay.
Growth percent in the NCI-60 one-dose screen (48 h, 10 µM unless noted): 100 = growth as untreated, 0 = no growth, -100 = all killed.
OVCAR-3: OVCAR-3 ovarian cancer; AID 1794787; hit rate 7% among 79,000
IGROV1: IGROV1 ovarian cancer. hit rate 4.7% among 79,000
RXF 393: RXF 393 renal cancer cells; hit rate 6.9% among 77,000; AID 1794773
ACHN: ACHN renal cancer | hit rate 4.9% among 81,000 | AID 1794771
A498: A498 renal cancer cells | AID 1794774 | hit rate 5.4% among 76,000
OVCAR-8: OVCAR-8 ovarian cancer | hit rate 4.4% among 81,000 | AID 1794782
SK-OV-3: SK-OV-3 ovarian cancer cells; hit rate 3.2% among 80,000
OVCAR-5: OVCAR-5 ovarian cancer; hit rate 2.9% among 82,000; AID 1794783
OVCAR-4: OVCAR-4 ovarian cancer cells. hit rate 3.7% among 80,000
* marks the source's active call; other numbers are inactive results; . = not tested or not shown; & = joins results of further samples; ! = a repeat was not active; [ ] = another dose, or the depositor's remark. The calls were made as follows: active = growth percent below 10; inactive = the rest. Outcome played no part in choosing rows, and some 11% of all compounds hit somewhere here.

Sequence of screens: IGROV1, OVCAR-4, OVCAR-8, OVCAR-5, SK-OV-3, ACHN, RXF 393, A498, OVCAR-3
> CCCOCCCNc1nc(N)nc(NCCCOCCC)n1
→ 96, 92, 105, 94, 108, 108, 102, 97, 112
> CCN(CC)CCNc1cc(-c2cccc(OC(F)(F)F)c2)nc2ccc(N3CCCC3)cc12
→ 6.9*!, 30&45&59, 2.3*!, 5.4*!, 54&11&53, 28&13&24, -15*!, 4.9*!, -2.3*!
> Cc1cc(C)nc(SC2=C(Nc3cccc(Cl)c3C)C(=O)N(Cc3ccccc3)C2=O)n1
→ 73[30 µM], 49[30 µM], 64[30 µM], 82[30 µM], 92[30 µM], 65[30 µM], 43[30 µM], 40[30 µM], 65[30 µM]
> CC1CCN(S(=O)(=O)c2ccc(S(=O)(=O)N3CCCC(c4nc5c(nnn5Cc5cccc(Cl)c5)c(=O)[nH]4)C3)cc2)CC1 (centres undefined)
→ 60, 64, 62, 97, 73, 72, 16, 38, 34
> CC1(C)CC(=O)C2=C(C1)N(c1ccc(OC(F)(F)F)cc1)C(N)=C(C#N)C2c1ccc([N+](=O)[O-])cc1 (centres undefined)
→ 81, 82, 92, 90, 94, 88, 90, 76, 103
> COc1ccc(-c2nc3sccn3c2-c2nc3ccc(F)cc3[nH]2)cc1
→ 113, 96, 99, 103, 102, 102, 99, 72, 107
> N#Cc1ccc(N2Cc3cc(Cl)ccc3OC3=C2C(=O)N(Cc2ccc(F)cc2)C3=O)cc1
→ -5.5*, -26*, -27*, -1.6*, 102, -93*, -57*, 120, -89*
> COc1ccc2ccc(-c3nn(-c4ccc(C(=O)O)cc4)cc3CO)cc2c1
→ 105, 113, 93, 111, 112, 109, 116, 104, 107
> CC(O)CN(CC(C)O)c1ccc2c(c1)Cc1cc([N+](=O)[O-])ccc1-2 (centres undefined)
→ 56, 112, 118, 86, 108, 93, 105, ., 92
> CCCN(CCC)CC(=O)Nc1cccc(Cl)c1C
→ 93, 87, 106, 97, 100, 107, 109, 112, 114
> Cc1cc(C)c2c(c1)N(C)c1ncnc(Cl)c1CC2C (centres undefined)
→ 100, 91, 99, 95, 112, 92, 96, 86, 104
> CC1CC(=O)NC(=O)N1Cc1ccccc1 (centres undefined)
→ 97, 106&107, 108&124, 91&99, 105&107, 92&100, 118&102, 109, 119&109
> Cc1nc2nccnc2[nH]1
→ 110, 108, 102, 107, 103, 101, 110, 105, 113
> CCOC(=O)c1c(Cl)c2c(n1Cc1cccc(OC)c1)-c1oncc1CC2
→ 23, 57, 37, 74, 17, 45, 47, 1.9*, -35*
> c1ccc2cc(C3OCC4(CCCC4)CO3)ccc2c1
→ 105, 101, 105, 104, 108, 106, 98, 85, 113

3 compounds out of the list, arranged by heavy-atom count, rising:
Sequence of screens: IGROV1, OVCAR-4, OVCAR-8, OVCAR-5, SK-OV-3, ACHN, RXF 393, A498, OVCAR-3
> Cc1cc(C)c2c(c1)N(C)c1ncnc(Cl)c1CC2C (centres undefined)
→ 100, 91, 99, 95, 112, 92, 96, 86, 104
> COc1ccc(-c2nc3sccn3c2-c2nc3ccc(F)cc3[nH]2)cc1
→ 113, 96, 99, 103, 102, 102, 99, 72, 107
> Cc1cc(C)nc(SC2=C(Nc3cccc(Cl)c3C)C(=O)N(Cc3ccccc3)C2=O)n1
→ 73[30 µM], 49[30 µM], 64[30 µM], 82[30 µM], 92[30 µM], 65[30 µM], 43[30 µM], 40[30 µM], 65[30 µM]

Back to the main list, repeating the two entries before the break.
Sequence of screens: IGROV1, OVCAR-4, OVCAR-8, OVCAR-5, SK-OV-3, ACHN, RXF 393, A498, OVCAR-3
> CCOC(=O)c1c(Cl)c2c(n1Cc1cccc(OC)c1)-c1oncc1CC2
→ 23, 57, 37, 74, 17, 45, 47, 1.9*, -35*
> c1ccc2cc(C3OCC4(CCCC4)CO3)ccc2c1
→ 105, 101, 105, 104, 108, 106, 98, 85, 113
> Cc1cc2nc3c4cc(Br)ccc4n(CCN(C)C)c3nc2cc1C
→ 36, 56, 41, 58, 76, 25, 56, 89, 65
> Cc1ccc(C(=O)Nc2ccc(-n3c(C)nc4c(cnn4-c4ccccc4)c3=O)cc2)cc1
→ 72, 50, 77, 86, 97, 62, 88, 87, 97
> O=C(O)CCCc1cn(Cc2cn(CC(=O)Nc3ccc(Cl)cn3)nn2)c2ccccc12
→ 97, 104, 102, 97, 88, 95, 91, 86, 93
> CN(C)c1ccc(-c2cc(-c3ccc(Nc4nc(Nc5ccc(F)cc5)nc(Nc5ccc(F)cc5)n4)cc3)nc(N)c2C#N)cc1
→ 84, 122, 111, 108, 128, 110, 16, 121, 138
> CCN(CC)c1ccc(/C=N\NC(=O)C(=O)N/N=C\c2ccc(N(CC)CC)cc2)cc1
→ 106, 122, 109, ., 109, ., 138, 123, .
> O=C1c2cc(F)ccc2Oc2cc([N+](=O)[O-])ccc2N1c1ccc(Cl)cc1F
→ 83, 84, 95, 98, 122, 91, 109, 106, 106
> O=S(=O)(O)c1cccc2cccc(Cl)c12
→ 162, 116, 99, 99, 106, 105, ., 116, 112
> O=C(CSc1nc2ccccc2[nH]1)c1ccc(N2CCOCC2)cc1
→ 105, 96, 96, 102, 101, 105, 98, 86, 106
> CCc1cccc2c3c(sc12)C(c1ccc(F)cc1)C(C#N)=C(N)O3 (centres undefined)
→ 31, 60, 33, 33, 78, 30, 1.4*, 7.3*, 11
> CC(C(=O)O)N1C(=O)CSC1=S (centres undefined)
→ 103, 106, 103, 107, 107, 107, 101, 104, 111
> COC(=O)CSC(=O)N(c1ccccc1)c1ccccc1
→ 99, 103, 104, 101, 105, 102, 112, 102, .
> O=C(CN(c1ccccc1)c1ccccc1)Nc1ccc(-c2nc3ccccc3s2)cc1
→ 95, 113, 101, 106, 111, 113, 105, 93, 104
> C=C(C)C1CC(O)C2(C)CCCC3C2C1CC(C)C3(C)CC/C(C)=C/C(O)C1CCC(=O)c2c(OC)cc(OC)cc21 (centres undefined)
→ 51, 23, 42, 87, 51, 41, 53, 9.0*, 33
> COc1ccc(OCC(=O)OCCCl)cc1
→ 103, 96, 102, 99, 106, 108, 95, 90, 98
> CC1(C(=O)O)CC1(Cl)Cl (centres undefined)
→ 108, 106, 115, 100, 108, 104, ., 91, 112

As entered above:
`Cc1cc2nc3c4cc(Br)ccc4n(CCN(C)C)c3nc2cc1C` in OVCAR-5 → 58
`O=C(CN(c1ccccc1)c1ccccc1)Nc1ccc(-c2nc3ccccc3s2)cc1` in OVCAR-4 → 113
`O=C(O)CCCc1cn(Cc2cn(CC(=O)Nc3ccc(Cl)cn3)nn2)c2ccccc12` in RXF 393 → 91
`CCc1cccc2c3c(sc12)C(c1ccc(F)cc1)C(C#N)=C(N)O3` (centres undefined) in OVCAR-8 → 33
`Cc1ccc(C(=O)Nc2ccc(-n3c(C)nc4c(cnn4-c4ccccc4)c3=O)cc2)cc1` in A498 → 87

(next part)
Sequence of screens: IGROV1, OVCAR-4, OVCAR-8, OVCAR-5, SK-OV-3, ACHN, RXF 393, A498, OVCAR-3
> C/C(=N\NC(=O)c1sc(=S)n(C)c1N)c1ccc[nH]1
→ 49, 111, 111, 101, 100, 95, ., 104, 97
> Cc1cc(=O)cc(C)o1
→ 122, 96, 98, 101, 113, 106, 103, 91, 115
> COc1cc(Cn2cc3c(c2-c2ccccc2)CCc2cnoc2-3)cc(OC)c1OC
→ 104, 71, 88, 101, 97, 81, 106, 102, 98
> OCc1cnc2ccccc2c1NC1CCCCCC1
→ 95, 86, 85, 100, 98, 92, 103, 79, 89
> CN(C)c1ccc(/C=C2/C=C(c3ccc(Cl)c(Cl)c3)OC2=O)cc1
→ 98, 97, 100, 97, 104, 95, 99, ., 103
> CCC1=C(C)CN(C(=O)NCCc2ccc(S(=O)(=O)NC(=O)NC3CCC(C)CC3)cc2)C1=O (centres undefined)
→ 100&110, 108&110, 109&99, 104&116, 103&108, 106&97, 99&108, 102, 111&107
> O=c1[nH]c2cc(F)ccc2c2ccc(F)cc12
→ 92, 82, 83, 97, 108, 97, 102, 85, 100
> COC(=O)c1cc(N)nc2ccccc12
→ 124, 116, 108, 109, 103, 103, 100, 101, 107
> CCn1c(=S)sc2c(Nc3ccc(F)cc3)nc(-c3cccnc3)nc21
→ 75, -12*, 44, 86, 57, 41, 79, 94, 79
> NC(=O)CNC(=O)OCc1ccccc1
→ 130, 105, 94, 93, 103, 99, 109, 98, 120
> COC(=O)CC(C)Cc1ccc(OC)c(OC)c1 (centres undefined)
→ 108, 110, 102, 104, 94, 108, 102, 104, 113
> COc1cc(F)c(/C=C/c2cc(/C=C/c3cc(OC)c(OC)cc3F)n(-c3cc(F)cc(F)c3)n2)cc1OC
→ 89, 50, 37, 51, 108, 117, 86, 92, 24
> N#CC1=C(N)CC(=O)N1c1ccc(NC(=O)c2ccccc2-c2ccccc2C(=O)O)cc1
→ 108, ., 104, 107, 99, 101, 115, 102, 115
> O=S(c1ccccc1)c1ccc2nnnn2n1 (centres undefined)
→ 76, 111, 108, 110, 114, ., 117, 87, 84
> OC(Cc1cnc2ccccc2c1)(c1ccccc1)c1ccccc1
→ 24, 105, 97, 100, 102, 102, 103, 100, 107
> CCCCn1c(-c2ccc(C(=O)O/N=C(\N)c3ccc4ccccc4c3)cc2)nc(-c2ccccc2)c1-c1ccccc1
→ -62*, 56, 72, 79, 99, -73*, 58, ., 72
> c1ccc(CCc2ccc(OCCN3CCCCC3)cc2)cc1
→ 102, 82, 98, 95, 80, 97, 79, 59, 90
> C=C[Si](OC(C)=O)(OC(C)=O)OC(C)=O
→ 97, 110, 109, 115, 97, 97, 117, 94, 108
> CC(O)(c1ccccc1)c1ccc2ccccc2n1 (centres undefined)
→ 93, 101, 99, 109, 107, 98, 105, 118, 102
> O=S(=O)(O)c1ccc(N=Nc2ccc(N=Nc3cc(S(=O)(=O)O)c4ccccc4c3O)cc2)cc1
→ 103, 93, 94, 105, 96, 105, 99, ., 102
> O=C(O)CC(NC(=O)c1ccccc1)C(=O)O (centres undefined)
→ 105, 110, 107, 86, 97, 101, 121, 92, 110
> CCc1ccccc1NC(=O)c1sc2nc3c(cc2c1N)C(=O)CCC3
→ 33, 61, 24, 33, 6.9*, 58, ., -9.7*, -13*
> COc1ccc(Cc2sc(NC(C)=O)nc2OC(C)=O)cc1
→ 111, 104, 104, 111, 96, 109, 103, 85, 108
> COc1ccc(/C=N/N2C(=O)/C(=C/c3ccc(Cl)cc3)C=C2c2ccc(OC)cc2)cc1
→ 94, 105, 91, 104, 85, 104, 92, 103, 100
> CN1c2ccccc2Sc2cc(/C=N/Nc3ccnc4cc(Cl)ccc34)ccc21
→ 104, 94, 61, 106, 102, 109, 82, 131, 91
> Cc1cccc(C(=O)c2ccccc2Cl)c1O
→ 117, 100, 103, 95, 116, 100, 102, 97, 106
> O=C(Nc1ccc(S(=O)(=O)Nc2nccs2)cc1)c1ccncc1
→ 101, 95, 95, 105, 107, 99, 98, 112, 108
> CC(C)=CCc1cc(O)cc2c1OC(C=C(C)C)C1=C2C(=O)C2=C(C1=O)S(=O)(=O)CCN2 (centres undefined)
→ -1.0*, 5.5*, 11, 152, 85, 73, 73, 103, 0.6*
> O=C(c1nnc(Nc2ccc(F)cc2)o1)c1c[nH]c2ccccc12
→ 80, 99, 102, 86, 77, 107, 112, ., 103
> CS(=O)(=O)Nc1ccc(C(=O)N/N=C/c2cccc(O)c2)cc1
→ 91, 102, 98, 102, 94, 105, 100, 101, .
> CN(C)Cc1cc(CN(C)C)c(O)c(C(=O)O)c1
→ 108, 112, 103, 112, 100, 108, 112, 111, 109
> CNC(=O)c1cc(Oc2ccc(NC(=O)Nc3ccc(Cl)c(OC(C)C)c3)c(F)c2)ccn1
→ 61, 24, 54, 85, 83, 42, 88, 49, 58
> O=[N+]([O-])c1ccccc1CSc1ncnc2nc[nH]c12
→ 135, 110, 100, 103, 99, 94, 100, 92, 123
> COC(=O)[C@@H](Cc1ccc(O)cc1)NC(=O)/C=C/c1ccccc1
→ 102, 105, 100, 105, 99, 95, 118, 111, 106
> COc1cc(NC(=O)c2cccc(-c3cc(=O)c4c(O)c(OC)c(OC)cc4o3)c2)cc(OC)c1OC
→ 70, 59, 23, 77, ., 16, 75, 80, 24
> COc1ccc(-c2nnc(-c3c(-c4ccc(OC)cc4)nc4ncccn34)o2)cc1
→ 107, 108, 95, 104, 99, 102, 106, 113, 113
> CCCCCCCCn1cc2c(Nc3cccc(Br)c3)ncnc2n1
→ 96, 92, 100, 110, 106, 102, 93, 99, 111
> CC1(C)OC(=O)C(c2ccsc2)C(=O)O1
→ 103, 102, 109, 105, 106, 107, 107, 113, 106
> CCOC(=O)c1cc(C(=O)c2cc(OC)cc(OC)c2)n2nc(-c3ccc(Br)cc3)ccc12
→ 87, 90, 93, 109, 90, 100, 98, 91, 105
> N#C/C(=C/C=C/c1ccccc1)S(=O)c1ccccc1 (centres undefined)
→ 1.3*, 19, 14, -55*, 32, -74*, -84*, -68*, -82*
> CC(C)(C)c1cc(CNCCNCc2cc(C(C)(C)C)cc(C(C)(C)C)c2O)c(O)c(C(C)(C)C)c1
→ 116, 111, 97, 110, 111, 106, 108, 114, 93
